Screening results deposited in PubChem BioAssay by The Scripps Research Institute Molecular Screening Center.
GSTO1 inh – inhibitors of recombinant GSTO1, primary screen, counter-screen for RBBP9 inhibitor project, biochemical, fluorescence polarization | Glutathione S-transferase omega-1 (Homo sapiens), P78417 | activity-based probe fluorescence polarization | inhibition, % at 5.96 µM | AID 1974, 2009 | actives 1.1% (n = 300,000);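 active means inhibition above the campaign mean inhibition plus 3 SD, cut at about 35% in these data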;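 further: 0% = GSTO1-1 with DMSO and 100% = wells lacking GSTO1-1 enzyme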
PAD4 FP inh – human PAD4 inhibitors, primary screen, biochemical, fluorescence polarization, 1536-well format; Protein-arginine deiminase type-4 (Homo sapiens), Q9UM07; AID 485272, 2010; recombinant PAD4, RCA probe fluorescence polarization; inhibition, % at 6.36 µM; actives 0.41% (n = 330,000);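 active means percent inhibition above a cutoff equal to the mean of all tested compounds plus 3 SD, cut at about 15% in these data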;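 further: 0% = PAD4 with RCA probe and DMSO and 100% = probe without PAD4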
Target sequence (Q9UM07 whole entry, looked up): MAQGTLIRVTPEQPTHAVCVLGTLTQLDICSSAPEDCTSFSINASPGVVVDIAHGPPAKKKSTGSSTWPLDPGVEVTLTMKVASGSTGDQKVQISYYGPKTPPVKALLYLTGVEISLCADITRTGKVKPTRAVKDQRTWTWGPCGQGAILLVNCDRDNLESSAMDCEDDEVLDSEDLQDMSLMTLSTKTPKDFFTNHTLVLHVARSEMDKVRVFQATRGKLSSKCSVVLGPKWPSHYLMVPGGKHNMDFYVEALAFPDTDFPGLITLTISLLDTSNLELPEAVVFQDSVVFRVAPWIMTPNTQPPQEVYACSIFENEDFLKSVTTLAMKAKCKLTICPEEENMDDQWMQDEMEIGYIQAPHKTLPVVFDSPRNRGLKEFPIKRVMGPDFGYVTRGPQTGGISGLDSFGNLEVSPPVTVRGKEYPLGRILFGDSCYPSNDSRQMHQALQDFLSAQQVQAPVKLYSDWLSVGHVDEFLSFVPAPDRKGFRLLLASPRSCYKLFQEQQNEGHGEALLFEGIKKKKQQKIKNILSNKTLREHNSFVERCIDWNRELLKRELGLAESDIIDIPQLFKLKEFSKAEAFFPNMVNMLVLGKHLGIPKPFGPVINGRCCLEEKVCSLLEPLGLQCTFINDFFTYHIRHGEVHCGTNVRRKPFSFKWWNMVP
LYPLA2 inh – LYPLA2 inhibitors, primary screen, counter-screen for PME1 inhibitor project, biochemical, fluorescence polarization, FP-Rh probe ABPP; recombinant LYPLA2; Acyl-protein thioesterase 2 (Homo sapiens), O95372; AID 2177, 2009; inhibition, % at 5.9 µM; actives 0.38% (n = 320,000);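 active means inhibition above the screen-wide mean plus 3 SD, limit set per campaign, cut at about 26% in these data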;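 further: 0% = LYPLA2 with DMSO and 100% = wells lacking LYPLA2 enzyme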
Target sequence (O95372 whole entry, looked up): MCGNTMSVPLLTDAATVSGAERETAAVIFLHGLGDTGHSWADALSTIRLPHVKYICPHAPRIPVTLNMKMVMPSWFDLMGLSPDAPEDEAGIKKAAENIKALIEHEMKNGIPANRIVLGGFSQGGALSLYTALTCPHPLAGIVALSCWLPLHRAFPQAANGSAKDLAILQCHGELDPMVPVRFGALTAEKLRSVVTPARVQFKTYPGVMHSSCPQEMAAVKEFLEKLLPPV
pPAFAH FP inh – pPAFAH enzyme inhibitors, primary screen, biochemical, fluorescence polarization, human. recombinant pPAFAH, FP-rhodamine probe fluorescence polarization. inhibition, % at 3.39 µM. actives 1.5% (n = 330,000). AID 463082, 2010;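 active means inhibition above the mean inhibition across the screen plus 3 SD, cut at about 25% in these data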;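 further: inhibitors block binding of the rhodamine activity-based probe so polarization drops; 0% = enzyme with DMSO and 100% = wells lacking pPAFAH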
PAFAH2 FP inh – PAFAH2 enzyme inhibitors, primary screen, biochemical, fluorescence polarization, human; Platelet-activating factor acetylhydrolase 2, cytoplasmic (Homo sapiens), Q99487; recombinant PAFAH2, FP-rhodamine activity probe; inhibition, % at 3.39 µM; actives 0.99% (n = 340,000);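 active means inhibition above the mean over all tested compounds plus 3 SD, cut at about 30% in these data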;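 further: inhibitors block probe labeling of enzyme so polarization drops; 0% = enzyme with DMSO and 100% = wells lacking PAFAH2 protein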
PREPL inh – PREPL enzyme inhibitors, primary screen, biochemical, fluorescence polarization. actives 0.68% (n = 320,000). recombinant PREPL, fluorescence polarization activity-based probe. inhibition, % at 5.96 µM. Prolyl endopeptidase-like (Homo sapiens), Q4J6C6. AID 2751, 2010; in the data active means inhibition above about 43%;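 further: 0% = enzyme with DMSO and 100% = wells lacking enzyme; many of its hits are not listed in these tables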
PAFAH1B2 FP inh – PAFAH1B2 enzyme inhibitors, primary screen, biochemical, fluorescence polarization, human; Platelet-activating factor acetylhydrolase IB subunit alpha2 (Homo sapiens), P68402; recombinant PAFAH1B2, FP-rhodamine activity probe; inhibition, % at 3.39 µM; actives 1.2% (n = 340,000);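 active means inhibition above the mean of all tested compounds plus 3 SD, cut at about 24% in these data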;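 further: 0% = enzyme with DMSO and 100% = wells lacking PAFAH1B2; many of its hits are not listed in these tables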
PAFAH1B3 FP inh – PAFAH1B3 enzyme inhibitors, primary screen, biochemical, fluorescence polarization, human; inhibition, % at 3.39 µM; recombinant PAFAH1B3, FP-rhodamine probe; Platelet-activating factor acetylhydrolase IB subunit alpha1 (Homo sapiens), Q15102; actives 0.28% (n = 340,000);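 active means inhibition above the screen-wide average of all tested compounds plus 3 SD, cut at about 25% in these data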;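 further: 0% = enzyme with DMSO only and 100% = wells lacking PAFAH1B3 protein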
LYPLA1 inh – LYPLA1 inhibitors, primary screen, counter-screen for PME1 inhibitor project, biochemical, fluorescence polarization, FP-Rh probe ABPP. Acyl-protein thioesterase 1 (Homo sapiens), O75608. recombinant LYPLA1. inhibition, % at 5.9 µM. actives 0.16% (n = 320,000). AID 2174, 2009;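 active means inhibition above the mean of all tested compounds plus 3 SD, set per campaign, cut at about 14% in these data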;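 further: inhibitors block serine hydrolase probe labeling of LYPLA1 so polarization falls; 0% = enzyme with DMSO and 100% = wells lacking LYPLA1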
Starred values were filed as active, the others as inactive; . = no result given.

Start of the data: the first twelve records (preview)
Compound	GSTO1 inh	PAD4 FP inh	LYPLA2 inh	pPAFAH FP inh	PAFAH2 FP inh	PREPL inh	PAFAH1B2 FP inh	PAFAH1B3 FP inh	LYPLA1 inh
O=C(CSc1nc2ccccc2c(=O)[nH]1)Nc1nc(-c2ccc(Br)cc2)cs1	0	-1	-16	-2	-23	-17	-13	-23	-3
Cn1c(Cn2c3ccccc3c3ccccc32)n[nH]c1=S	-1	2	-1	3	3	-10	1	5	0
O=C(O)c1c2c(nc3ccccc13)/C(=C/c1ccc(OC(F)F)cc1)CCC2	-7	-2	2	0	-8	6	7	4	-5
O=C(Cc1cccc2ccccc12)NCCOc1ccccc1F	3	5	9	1	5	-10	-2	-2	0
Cc1nnc(SCC(=O)Nc2ccc(Br)cn2)[nH]c1=O	0	-2	3	5	-1	11	-1	-1	1
O=C(COc1ncnc2ccccc12)N1CCN(S(=O)(=O)c2ccccc2)CC1	-6	-7	1	0	-4	8	0	1	4
CC(C)(C)c1ccc(/C=C2\Oc3c(ccc(O)c3CN3CCN(CCO)CC3)C2=O)cc1	3	-1	2	14	82*	20	4	2	-2
CCCCCCn1cc(C(=O)O)c(=O)c2cc(F)c(N3CCN(C(=O)OCC)CC3)cc21	6	-4	-1	0	0	14	5	-1	-3
COC(=O)Cn1ccc2cc(S(=O)(=O)N3CCCCCC3)ccc21	3	1	6	5	1	2	2	3	0
CC(C)CC(N=Cc1c(O)c2ccccc2oc1=O)C(=O)O (stereo unspecified)	-1	0	-2	-12	6	3	2	-2	-6
COC(=O)C1CN(C(=O)C(C)Oc2ccc(C)c(C)c2)c2ccccc2O1 (stereo unspecified)	1	-5	7	4	-6	13	5	6	5
CCCCSCCCNC(=O)Nc1ccc(CC)cc1	0	-5	1	2	6	-2	1	6	-1

Results, previewed entries included:
Compound	GSTO1 inh	PAD4 FP inh	LYPLA2 inh	pPAFAH FP inh	PAFAH2 FP inh	PREPL inh	PAFAH1B2 FP inh	PAFAH1B3 FP inh	LYPLA1 inh
O=C(CSc1nc2ccccc2c(=O)[nH]1)Nc1nc(-c2ccc(Br)cc2)cs1	0	-1	-16	-2	-23	-17	-13	-23	-3
Cn1c(Cn2c3ccccc3c3ccccc32)n[nH]c1=S	-1	2	-1	3	3	-10	1	5	0
O=C(O)c1c2c(nc3ccccc13)/C(=C/c1ccc(OC(F)F)cc1)CCC2	-7	-2	2	0	-8	6	7	4	-5
O=C(Cc1cccc2ccccc12)NCCOc1ccccc1F	3	5	9	1	5	-10	-2	-2	0
Cc1nnc(SCC(=O)Nc2ccc(Br)cn2)[nH]c1=O	0	-2	3	5	-1	11	-1	-1	1
O=C(COc1ncnc2ccccc12)N1CCN(S(=O)(=O)c2ccccc2)CC1	-6	-7	1	0	-4	8	0	1	4
CC(C)(C)c1ccc(/C=C2\Oc3c(ccc(O)c3CN3CCN(CCO)CC3)C2=O)cc1	3	-1	2	14	82*	20	4	2	-2
CCCCCCn1cc(C(=O)O)c(=O)c2cc(F)c(N3CCN(C(=O)OCC)CC3)cc21	6	-4	-1	0	0	14	5	-1	-3
COC(=O)Cn1ccc2cc(S(=O)(=O)N3CCCCCC3)ccc21	3	1	6	5	1	2	2	3	0
CC(C)CC(N=Cc1c(O)c2ccccc2oc1=O)C(=O)O (stereo unspecified)	-1	0	-2	-12	6	3	2	-2	-6
COC(=O)C1CN(C(=O)C(C)Oc2ccc(C)c(C)c2)c2ccccc2O1 (stereo unspecified)	1	-5	7	4	-6	13	5	6	5
CCCCSCCCNC(=O)Nc1ccc(CC)cc1	0	-5	1	2	6	-2	1	6	-1
CC(C)NC(=O)CSc1ccccc1C(=O)NCc1ccc2c(c1)OCO2	2	1	-6	5	-5	4	1	-6	1
CCC(=O)N1CCN(c2nc3ccc(Br)cc3s2)CC1	-1	-2	7	-1	-1	12	7	3	2
CC(=O)Nc1nc2c(c3c1c(=O)oc1ccccc13)CCCCC2	8	5	3	1	.	-3	.	.	-2
CC(C(=O)NC1CCCCC1)N(Cc1ccc(F)cc1)C(=O)c1snc(C(N)=O)c1N (stereo unspecified)	3	3	0	2	9	3	5	8	1
Clc1cccc(CN2CCc3c([nH]c4ccccc34)C2)c1Cl	-1	1	4	7	3	7	3	8	-3
FC(F)Oc1ccc(-c2csc(=Nc3cccnc3)n2CC2CCCO2)cc1 (stereo unspecified)	2	1	-1	6	0	20	1	-2	1
Cc1c(NC(=O)C(C)Sc2nc3ccccc3c(=O)n2CCO)c(=O)n(-c2ccccc2)n1C (stereo unspecified)	3	-4	9	-5	3	11	8	11	3
Cc1cccc(C)c1NC(=O)CSc1nnnn1C	1	-3	0	0	-2	0	-3	1	-3
CCCCCN(C(=O)CCC(=O)OC(C)C(=O)NCc1ccccc1)c1c(N)n(CCCC)c(=O)[nH]c1=O (stereo unspecified)	0	2	5	4	4	9	0	0	-2
c1ccc(CCc2nc(-c3ccc(-n4cccc4)cc3)no2)cc1	1	4	9	2	6	10	4	0	-1
COc1ccc(N2CCN(C(c3cccs3)C(C)NS(C)(=O)=O)CC2)cc1 (stereo unspecified)	0	4	3	-1	1	7	3	9	1
CC(=O)Nc1ccc(-c2csc(NC(=O)C3CSC4(C)CCC(=O)N34)n2)cc1 (stereo unspecified)	-1	-3	-6	7	-2	7	1	2	-5
Cc1cccc(N2CCN(S(=O)(=O)c3cccc4nonc34)CC2)c1C	5	-1	2	0	-1	3	7	6	-7
COc1ccc(-c2nn(-c3ccccc3)cc2C(=O)N/N=C/c2ccc([N+](=O)[O-])o2)cc1	2	-6	-4	-3	5	5	3	8	-4
CCS(=O)(=O)CCn1c([N+](=O)[O-])cnc1C	7	5	-2	1	1	-2	-2	3	-2
CC(C)(C)S(=O)(=O)c1ccc2nc3c(n2c1)CCCC3	-1	1	-4	3	-2	-4	-2	2	-1
Cc1c(C)c2ccc(OCC(=O)N[C@@H](Cc3ccccc3)C(=O)O)cc2oc1=O	-8	1	6	1	-3	4	-1	7	-3
O=C(Nc1cc(-c2nc3ncccc3o2)ccc1Cl)c1ccco1	-3	1	-1	-4	8	-7	8	4	-8
COC(=O)c1ccc(CSc2nnnn2Cc2ccccc2)cc1	9	-2	9	-2	-9	0	3	2	4
COC(=O)c1cnn(-c2ccc(F)cc2F)c1/C=N/NC(=S)NC(C)(C)C	0	-1	-3	9	-7	7	-3	-6	-7
O=C(COC(=O)CSc1ccccc1)NNC(=O)c1ccc([N+](=O)[O-])cc1	2	-3	-2	22	10	4	5	4	-2
CC(C)n1c(SCc2ccccc2F)nc2c1c(=O)n(C)c(=O)n2C	-4	-5	-4	2	-5	2	5	11	0
CC(C)c1cc(C(=O)N/N=C/C=C/c2ccccc2)n[nH]1	-4	1	-3	0	2	1	-4	3	-3
CC1CCCC(NC(=O)COC(=O)c2cccnc2Cl)C1C (stereo unspecified)	.	-1	0	7	67*	9	6	3	-1
COc1ccc(NC(=O)Cc2c(F)cccc2Cl)c(OC)c1	4	5	-5	1	-3	8	3	1	-3
Cc1sc2ncnc(N(C)C3CCCCC3)c2c1C	-2	-2	0	-4	2	8	11	7	3
O=C(/C=C/c1cccc([N+](=O)[O-])c1)N1CCN(C(=O)c2ccco2)CC1	0	0	-7	0	10	6	-4	8	3
CC(=O)c1c(C)[nH]c(C(=O)C(C)Sc2nnc(NC3CC3)s2)c1C (stereo unspecified)	.	-2	3	3	-2	3	4	2	-2
CC(C)=CCOc1c2ccoc2c(OCC=C(C)C)c2oc(=O)ccc12	.	-9	.	12	3	12	4	13	.
Cn1c(Cn2nnc3ccccc32)nnc1SCC(N)=O	7	3	1	6	5	4	3	5	1
O=C(Cn1nnc(-c2ccccc2)n1)Nc1cccc(S(=O)(=O)N2CCOCC2)c1	-3	-4	-5	6	0	12	3	2	-3
CC(C)CCNC(=O)c1sc2ccc(S(=O)(=O)N3CCCCC3)cc2c1N	0	-7	-13	6	3	4	8	0	-6
Cc1nc2ccccn2c1C(=O)CSc1ccccc1Cl	2	1	11	18	6	-12	-5	1	-5
Cc1ccc(N2C(=O)CS(=O)C(c3ccccc3)C2=O)cc1C (stereo unspecified)	1	-1	-1	7	7	-8	-4	-1	0
Cc1ccc(S(=O)(=O)CCSc2n[nH]c(=O)n2-c2ccc3c(c2)OCCO3)cc1	12	0	1	2	2	8	7	-6	-3
Cn1ncc(Cl)c(Oc2ccc(C(C)(C)C)cc2)c1=O	17	0	6	-1	6	2	1	7	0
CCCCN1C(=S)NC[C@@H]1Cc1ccc(O)cc1	1	-9	-5	3	6	0	1	7	-4
Cc1cccc(Cn2cnc3c(nnn3Cc3ccc(Cl)cc3)c2=O)c1	-7	-1	4	8	-2	-6	-2	5	-1
Cc1nc2ncnn2c(C)c1CCC(=O)Nc1csc(N)n1	-2	-3	4	2	2	2	5	6	2
OCCN=C(c1ccccc1)C12CN3CN(CN(C3)C1)C2	-5	-3	-5	-1	3	4	1	4	0
CSCCC(NC(=O)c1ccoc1C)C(=O)O (stereo unspecified)	4	1	2	-1	4	12	3	6	2
COc1cccc(C2=N/C(=C\N(C)C)C(=O)O2)c1	2	2	1	2	-4	4	-2	2	1
Cc1cccc(N(C(=O)CS(=O)CC(=O)Nc2ccc3c(c2)OCO3)C(C)C(=O)NC2CCCC2)c1C (stereo unspecified)	4	-1	-1	4	6	32	4	6	1
CC1CCc2nn(CC(=O)Nc3ccc(F)cc3F)cc2C1 (stereo unspecified)	-2	3	-5	0	-2	10	4	7	-2
C=CCNC(=S)N/N=C/c1ccc(-c2ccc(OC)cc2)o1	2	5	-4	4	9	17	7	10	-2
Cc1ncc(C[n+]2ccc(C)c(C)c2)c(N)n1	-4	1	1	4	7	-4	1	9	-3
Cc1cc(OCc2nc3ccccc3s2)ccc1N	8	-2	0	5	7	12	4	-4	3

Some of the compounds tested; count on the stated rates, not on these rows.
